RTF Ca sens act = cardiac RTF calcium sensitivity activators, primary screen, biochemical, IANBD-TnC fluorescence, EC20 calcium; Troponin I, cardiac muscle (Homo sapiens) + Troponin T, cardiac muscle (Homo sapiens) + …; IANBD-labeled TnC RTF fluorescence at EC20 calcium; 0% EC20 calcium, 100% full calcium; activation, % at 7.2 µM; actives 0.24% (n = 340,000);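 active = activation above the mean over all tested compounds plus 3 SD, cut at about 30% in these data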;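 note: rise in fluorescence read as greater calcium sensitivity of cardiac thin filaments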
PfHsp90 set2 = growth inhibition of PfHsp90-expressing yeast, primary screen, antimalarial PfHsp90 inhibitor project, S. cerevisiae, BacTiter-Glo luminescence, single point, set 2; BacTiter-Glo ATP, 48 h; yeast lacking PDR1 and PDR3 efflux regulators; inhibition, % at 9.4 µM; actives 0.32% (n = 310,000);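 active = every replicate shows inhibition above about 80%, whatever the replicate mean, limit read from the data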;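 note: 0% = DMSO neutral controls and 100% = 20 µM radicicol positive controls; yeast relying on Plasmodium falciparum Hsp90 in place of its own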
SUMO Mot1 rescue = yeast Mot1-301 growth rescue at high temperature, primary screen, SUMOylation pathway inhibitor project, S. cerevisiae, ATP luminescence, 38.5C. S. cerevisiae Mot1-301 growth rescue; percent above DMSO median, 100 means doubled. growth rescue, % at 18.8 µM. actives 1% (n = 320,000). AID 2716, 2010;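 active = every valid replicate shows activation above 250% relative to neutral control wells; inactive = the rest, any valid replicate at or below 250%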;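 note: OY570 slx delta 5 strain wells were the positive control but not used for scaling; some compounds called inactive have numbers as strong as hits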
C-LANA FP = inhibitors of KSHV C-LANA binding to DNA, primary screen, biochemical, fluorescence polarization, FAM-LBS DNA, MBP-C-LANA, single point; actives 0.078% (n = 340,000); inhibition, % at 9 µM; AID 504423, 2011;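 active = highest replicate inhibition at or above 60% at 9 µM, even if other replicates fall short; inactive = all replicates below 60% inhibition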;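 note: 0% = neutral control wells and 100% = 4 µM acridine orange control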
Cardiac RTF inh = cardiac RTF calcium sensitivity inhibitors, primary screen, biochemical, IANBD-TnC fluorescence, EC70 calcium; actives 0.12% (n = 340,000); IANBD-labeled cardiac RTF, Ca2+ fluorescence; AID 493244, 2011; Troponin I, cardiac muscle (Homo sapiens) + Troponin T, cardiac muscle (Homo sapiens) + …; inhibition, % at 7.15 µM;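 active = inhibition above the mean inhibition of all tested compounds plus 3 SD, cut at about 17% in these data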;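 note: assay run at fixed EC70 calcium of 1.6 mM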
Keap1 Nrf2 FP = Keap1-Nrf2 protein-protein interaction inhibitors, primary screen, biochemical, fluorescence polarization, single point; Keap1 Kelch-Nrf2 peptide fluorescence polarization, 1536-well; inhibition, % at 9.4 µM; actives 0.15% (n = 340,000); AID 504523, 2011; in the data active = inhibition above about 12%;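 note: human Keap1 Kelch domain with fluorescein labeled Nrf2 9mer peptide probe; 0% = neutral control wells and 100% = peptide positive control; higher means more block of Keap1 binding to Nrf2 peptide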
Target sequence (Q14145 whole entry, looked up, the tested form may be a part): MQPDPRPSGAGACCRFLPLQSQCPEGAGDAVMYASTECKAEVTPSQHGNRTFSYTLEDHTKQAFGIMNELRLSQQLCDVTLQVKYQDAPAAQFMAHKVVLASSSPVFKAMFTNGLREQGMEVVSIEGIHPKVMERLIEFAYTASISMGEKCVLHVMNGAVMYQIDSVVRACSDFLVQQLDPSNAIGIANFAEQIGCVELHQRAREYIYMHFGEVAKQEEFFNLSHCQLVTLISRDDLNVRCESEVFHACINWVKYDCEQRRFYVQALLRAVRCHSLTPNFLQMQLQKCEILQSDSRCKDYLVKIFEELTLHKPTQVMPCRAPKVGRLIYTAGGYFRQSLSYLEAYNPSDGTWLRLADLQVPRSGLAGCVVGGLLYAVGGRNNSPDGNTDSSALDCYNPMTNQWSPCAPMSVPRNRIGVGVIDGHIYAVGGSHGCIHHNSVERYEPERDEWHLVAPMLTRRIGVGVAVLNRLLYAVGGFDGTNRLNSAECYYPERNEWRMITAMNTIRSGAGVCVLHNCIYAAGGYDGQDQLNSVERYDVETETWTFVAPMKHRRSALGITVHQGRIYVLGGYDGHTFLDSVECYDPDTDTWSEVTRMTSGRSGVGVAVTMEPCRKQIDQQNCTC
NSD2 HMT inh = NSD2 histone methyltransferase inhibitors, primary screen, biochemical, AlphaScreen, single concentration, set 2. Histone-lysine N-methyltransferase NSD2 (Homo sapiens), O96028. NSD2 peptide methylation, 120 min. inhibition, % at 12.5 µM. actives 0.54% (n = 310,000); in the data active = inhibition above about 50%
dFosB act = activators of delta FosB homodimer, primary screen, biochemical, fluorescence polarization, TAMRA-CDK5 oligo, single point. actives 0.99% (n = 340,000). purified delta FosB; percent of positive-control signal above neutral wells. activation, % at 25 µM. AID 493131, 2011. Protein FosB (Mus musculus), P13346;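 active = mean activation above about 17%, with every replicate also reaching it, limit read from the data, passing the limit was not always enough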;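 note: fluorescence polarization rise as delta FosB binds a TAMRA Cdk5 AP-1 oligo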
PvdQ acylase = P. aeruginosa PvdQ acylase inhibitors, primary screen, biochemical, fluorescence, plate reader and imaging, single point; inhibition, % at 10 µM; PvdQ acylase [Pseudomonas aeruginosa LESB58]; actives 0.063% (n = 340,000); purified PvdQ acylase; AID 488965, 2010; in the data active = inhibition above about 30%, passing the limit was not always enough;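 note: 0% = vehicle neutral wells and 100% = reference inhibitor wells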
CDK5 inh = inhibitors of human CDK5/p35 kinase, primary screen, biochemical, single concentration; AID 488839, 2010; inhibition, % at 10 µM; Recombinant CDK5/p35, ADP-Glo luminescence, 60 min; actives 0.01% (n = 330,000); Cyclin-dependent kinase 5 (Homo sapiens) + Cyclin-dependent kinase 5 activator 1 (Homo …;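 active = highest replicate inhibition of at least 50% and at least 75% of replicates reaching 50%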;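 note: plate controls were DMSO neutral control for no effect and GW8510 at 10 µM for full effect; many of its hits are not listed in these tables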
Rtt109 HAT inh = inhibitors of C. albicans Rtt109/Vps75 HAT, primary screen, biochemical, ThioGlo CoA-SH fluorescence, plate reader | actives 0.16% (n = 330,000) | purified Rtt109/Vps75, 4 h | Histone acetyltransferase RTT109 (Candida albicans (strain SC5314 / ATCC MYA-2876)), … | inhibition, % at 34.9 µM | AID 540336, 2011;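 active = inhibition of at least 50% in every replicate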
Target sequence (Q5AAJ8 whole entry, looked up): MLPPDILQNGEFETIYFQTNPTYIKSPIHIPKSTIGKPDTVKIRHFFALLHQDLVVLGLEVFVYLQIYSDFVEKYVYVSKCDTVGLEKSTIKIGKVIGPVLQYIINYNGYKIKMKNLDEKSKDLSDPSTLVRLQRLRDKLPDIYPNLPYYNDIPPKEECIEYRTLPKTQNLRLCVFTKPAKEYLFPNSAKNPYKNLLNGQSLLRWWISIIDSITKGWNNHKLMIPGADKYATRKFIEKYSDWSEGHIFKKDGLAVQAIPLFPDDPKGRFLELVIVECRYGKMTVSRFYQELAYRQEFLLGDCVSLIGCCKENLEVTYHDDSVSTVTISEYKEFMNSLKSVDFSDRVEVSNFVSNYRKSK
The depositor's hits bear a star; · = no result given.

SMILES	RTF Ca sens act	PfHsp90 set2	SUMO Mot1 rescue	C-LANA FP	Cardiac RTF inh	Keap1 Nrf2 FP	NSD2 HMT inh	dFosB act	PvdQ acylase	CDK5 inh	Rtt109 HAT inh
COc1cccc(C(=O)NC2CCN(CC(=O)NCc3ccccc3F)CC2)c1	-6.1	7.8	-3.2	0.4	-32.7	-2.7	-1.4	-6.6	-6.7	-0.4	4.8
CCCCCCOC(=O)C(C#N)c1nc2ccccc2nc1N1CCOCC1 (configuration not stated)	2.3	17.8	23.3	17.0	-2.2	19.5*	-0.7	-3.1	-6.7	-0.5	-3.1
COc1ccc(O)c(C(=O)c2cnc3onc(C(C)C)c3c2)c1	0.2	-11.1	-10.7	0.7	0.8	0.4	4.0	-2.8	0.1	1.1	-1.5
CCCOc1ccc(C(C(=O)OCCN(CC)CC)c2ccccc2)cc1 (configuration not stated)	-1.0	-19.2	114.3	-3.3	-7.5	-1.6	8.4	-8.4	-5.0	0.3	7.5
CCC(C(=O)Nc1ccc(S(=O)(=O)N2CCN(C)CC2)cc1)c1ccccc1 (configuration not stated)	-0.6	7.0	-7.2	1.0	0.5	0.6	0.7	-11.6	0.8	1.2	-4.6
COc1ccc(C(=O)n2nc(-c3ccco3)nc2SC)cc1OC	-3.3	1.6	-8.2	2.0	-2.7	-52.5	7.5	-6.4	-8.0	1.5	-2.4
O=C(C[C@@H]1C/C=C\CCC(=O)OC[C@@H]2CCCN2C1=O)NCCO	-4.7	-7.8	3.6	-0.6	-5.5	-3.0	·	3.2	5.3	2.1	12.0
COc1ccc(C(=O)NC(=S)NCc2ccccc2)cc1	3.9	-53.8	·	2.1	-6.6	-3.1	0.9	-7.4	-13.6	1.0	12.8
O=C(O)c1ccc(S(=O)(=O)N2CCC(n3nnc4cc(C(F)(F)F)ccc43)CC2)cc1	-1.2	-3.0	-1.4	-0.2	-33.1	2.8	-5.5	-4.0	-5.6	3.0	-5.5
Cc1coc2cc3oc(=O)c(CCC(=O)N4CCC(C(=O)O)(c5ccccc5)CC4)c(C)c3cc12	13.3	-4.6	-7.8	1.2	-3.3	-2.7	·	-12.9	-7.0	-1.3	7.4
COc1ccc(-c2nc3c4c(ncn3n2)-c2ccccc2CC42CCCC2)cc1	-2.0	1.0	202.7	0.4	-0.9	-0.9	-0.9	-4.8	19.8	-0.5	3.4
CN(C)N=Nc1ccc(S(=O)(=O)N2CCSC2C(=O)O)cc1 (configuration not stated)	-2.7	·	-4.0	-0.9	3.9	-4.7	2.4	6.2	-8.6	-0.6	-0.6
Cc1ccc(NC(=O)CS(=O)CC(=O)Nc2ccc(N3CCOCC3)cc2)cc1Cl (configuration not stated)	1.9	·	-27.6	0.4	-0.6	-4.5	·	3.3	-13.3	0.9	0.7
CCOC(=O)c1c(-c2ccc(C)o2)csc1NC(=S)NC(=O)c1cccs1	-2.9	16.3	-12.4	-0.2	2.5	-2.5	7.2	-7.9	-16.8	1.2	9.1
NC(=O)CSc1nnc(-c2ccc(S(=O)(=O)N3CCCC3)cc2)o1	-2.2	-3.9	-8.4	1.4	-3.6	0.4	-0.9	-8.1	-8.2	3.6	-1.3
COc1ccc(NS(=O)(=O)c2ccc(C)c(NC(=O)c3ccc(C)c(S(=O)(=O)N4CCOCC4)c3)c2)cc1	-0.6	-7.3	-8.3	0.9	-3.4	3.8	2.8	-1.9	2.3	0.1	-2.0
COc1ccc(C)cc1NC(=O)CSc1nnc2ccc(-c3ccncc3)nn12	0.9	·	1.6	14.6	-0.7	5.2	-1.6	-1.3	-4.0	-0.4	1.7
O=C(Nc1ccon1)c1ccc(F)c(S(=O)(=O)N2CCCCC2)c1	4.7	-21.2	-21.3	-0.9	-6.0	-1.1	-1.4	3.9	-4.5	0.3	-9.1
O=C1CCCCN1CC(=O)N1CCCC(N2CCN(c3ccccc3F)CC2)C1 (configuration not stated)	-1.5	-1.9	-13.3	0.6	-1.2	-0.1	4.8	-10.6	-13.8	0.9	-3.2
O=C(Nc1nc(-c2ccccn2)cs1)c1ccc(-c2ccccc2F)o1	-1.4	96.1*	15.3	-1.2	-5.2	-5.9	-1.6	-11.6	-9.5	0.1	4.3
O=C1N[C@@H](Cc2ccccc2)COC(=O)[C@@H](Cc2ccc(F)cc2)CC/C=C/C[C@H]1CC(=O)N(CCO)Cc1ccccc1	3.5	-11.1	20.1	1.3	-5.2	1.5	·	-12.8	-5.5	-0.6	9.0
Cc1nn(-c2ccccc2)c(N2CCCC2)c1/C=C1\N=C(c2ccc(OC(C)C)cc2)OC1=O	64.0*	-1.0	5.9	2.7	-61.0	0.3	-1.4	-4.1	1.2	0.8	-13.8
O=C(Nc1ncccn1)c1cccc(F)c1	-3.1	-7.7	260.0	0.9	-2.8	-4.4	-4.0	-2.3	9.5	0.2	·
CSCCC(NC(=O)COc1ccccc1)C(=O)N1CC(C)OC(C)C1 (configuration not stated)	-2.0	12.4	1.8	-0.3	2.5	-2.0	1.1	4.4	-0.9	0.5	5.1
Cc1ccc(S(=O)(=O)CCc2nnc(N)s2)cc1C	0.3	11.8	6.7	0.9	-6.6	1.3	-2.7	-2.3	-1.3	-1.9	0.6
CCn1c(=S)sc2c(=O)n(CC(=O)NC(C)CCc3ccccc3)c(C)nc21 (configuration not stated)	-3.6	2.8	3.4	-1.5	-4.7	-3.9	-1.1	-5.6	-1.4	-1.6	-1.2
Cc1ccc(NC(C(N)=O)c2c(C)[nH]c(=O)[nH]c2=O)cc1 (configuration not stated)	-0.7	-12.1	-8.2	-0.9	-3.7	-1.2	-35.2	-6.3	-5.7	1.1	-0.2
Cc1ccc2c(c1)N(CC(=O)NCCCN1C(C)CCCC1C)C(=O)c1cccnc1O2 (configuration not stated)	8.2	·	-14.2	0.2	-4.7	-4.2	·	-1.4	-14.3	-1.4	-5.5
COC(=O)[C@]1(Cc2ccccc2)N[C@H](CN(C)C(=O)Nc2ccc(Cl)cc2)[C@@H]2C(=O)N(C)C(=O)[C@@H]21	0.2	0.5	·	-2.2	-2.7	7.2	·	-5.4	13.5	4.9	-8.1
Cc1ccc(C)c(NC(=O)c2cc3ccccn3n2)c1	-5.2	-3.0	9.3	1.2	-1.3	-0.5	·	0.0	5.6	0.1	1.3
COc1ccccc1NC(=S)N1CCN(c2ccccc2F)CC1	-4.5	-14.4	1.9	-2.2	-12.5	-2.4	3.8	-11.2	-10.6	-0.4	-7.7
CCOC(=O)CN(C(=O)CCC(=O)Nc1cc(C)on1)C(C(=O)NC1CCCC1)c1cccnc1 (configuration not stated)	-2.6	13.0	82.0	-0.6	-7.2	-4.1	-4.3	1.9	-2.4	-4.2	-2.5
Cc1ccc(COc2ccc(C)nc2[N+](=O)[O-])cc1	·	-12.9	6.1	-0.8	·	-2.5	24.9	-11.3	7.2	0.8	-3.4
O=C(NCC(=O)N(c1cccc(F)c1)C(C(=O)NC1CCCC1)c1cccnc1)c1ccco1 (configuration not stated)	-7.1	13.1	-17.5	6.8	2.1	3.8	18.3	0.6	5.2	-0.6	4.4
N#CC1=C(N)OC2=C(CC/C2=C\c2ccccc2)C1c1ccccc1 (configuration not stated)	127.3*	·	-10.2	1.1	-220.9	-8.8	2.1	-6.8	-5.7	1.6	-14.9
COc1ccc(-c2cn(CCC(=O)NCc3ccc(C)cc3)c(CCN)n2)cc1	-1.4	-8.0	2.9	-0.9	-7.3	4.8	·	-5.5	-1.4	-0.2	-3.2
O=C(NCC1CCCO1)c1ccc(NC(=O)c2cccc(Br)c2)cc1 (configuration not stated)	-6.0	-29.5	1.6	-1.2	-9.6	1.4	·	-1.6	-14.9	-0.4	-0.7
CC(C)Sc1nc(O)c(Cc2ccccc2)c(=O)[nH]1	8.9	-0.9	-0.5	-1.4	-7.4	-1.8	1.0	2.7	-14.8	-4.0	-1.0
O=C(NC1CC1)C1=C[C@H](c2c[nH]c3ccccc23)C[C@H](OCc2ccc(CO)cc2)O1	2.5	6.5	21.3	-0.5	-14.6	1.4	·	-1.4	-2.0	-0.6	-11.4
COc1ccc(C2(CNC(C)=O)CCOCC2)cc1OC	1.3	9.2	-18.6	0.2	-4.9	-3.4	·	-3.6	-2.8	-1.3	-5.4
CCn1cc(C=O)c2cc(S(=O)(=O)N3CCOCC3)ccc21	-5.1	-3.9	-4.9	1.8	-0.2	-9.9	-1.9	1.9	7.2	-1.3	-4.2
Cc1nnc2sc(SCc3cccc(Cl)c3)nn2c1=O	0.9	-0.8	3.5	-0.9	2.9	-2.8	-3.5	1.6	1.7	-1.1	13.0
Cc1ccc2cc(C)c3nnc(SCC(=O)c4cccs4)n3c2c1C	1.2	4.9	2.4	-1.6	-0.2	1.7	·	-12.1	1.5	1.5	4.8
O=C1C=C(c2ccc(OC(F)(F)F)cc2)C[C@@H](c2ccc(Cl)cc2)C1	0.7	-5.8	-6.0	0.3	1.9	-0.7	·	-3.5	16.1	-0.2	18.7
Cc1cc(NC(=O)c2cccc(C(=O)Nc3cc(C)on3)n2)no1	-4.6	-21.9	209.4	2.1	-8.3	2.8	-1.7	-5.8	-2.6	1.5	12.2

One compound at a time, as listed above. Values in the order: RTF Ca sens act	PfHsp90 set2	SUMO Mot1 rescue	C-LANA FP	Cardiac RTF inh	Keap1 Nrf2 FP	NSD2 HMT inh	dFosB act	PvdQ acylase	CDK5 inh	Rtt109 HAT inh
CCOC(=O)CN(C(=O)CCC(=O)Nc1cc(C)on1)C(C(=O)NC1CCCC1)c1cccnc1 (configuration not stated) reads -2.6	13.0	82.0	-0.6	-7.2	-4.1	-4.3	1.9	-2.4	-4.2	-2.5
O=C(NCC1CCCO1)c1ccc(NC(=O)c2cccc(Br)c2)cc1 (configuration not stated) reads -6.0	-29.5	1.6	-1.2	-9.6	1.4	·	-1.6	-14.9	-0.4	-0.7

Screening results from PubChem BioAssay.
